# High-throughput results (PubChem)
# GAA inhib: blocks human lysosomal alpha-glucosidase; P10253; purified human GAA, 4-MU-alpha-glucoside fluorescence; Potency, µM (highest dose often 76.9 µM), for the others: at the top dose activity change, negative = inhibition, actives largely listed as inhibitors; actives 0.005% (n = 200,000);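 note: plate controls were uninhibited enzyme wells for no effect and no-enzyme background for full effect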
#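 Fluorogenic assay: 4 nM human alpha-glucosidase with 400 uM 4-methylumbelliferyl-alpha-D-pyranoside in 50 mM citrate/phosphate, 0.005% Tween-20, pH 5.0, 20 min at room temperature. Compounds tested up to 77 uM; AC50 from Hill fits.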
# GAA glycogen mod: alters human alpha-glucosidase cleavage of glycogen; recombinant GAA, glycogen substrate, Amplex Red glucose oxidase fluorescence; Potency, µM (highest dose often 76.4 µM), for inactives: at the highest dose activity change, negative = inhibition, actives largely listed as inhibitors; actives 0.38% (n = 300,000); AID 2100;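 note: 0% = full enzyme reaction and -100% = no-enzyme basal signal; the screen sought inhibitors and activators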
#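 Natural-substrate format: glycogen cleavage by 4 nM human enzyme, glucose read by Amplex Red coupling (Ex 573, Em 610 nm). Normalized to enzyme and no-enzyme controls.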
# aGlu spleen mod: lysosomal alpha-glucosidase (human) modulation | P10253 | Potency, µM (top dose mostly 79.9 µM), without a hit: top-dose activity change, negative = inhibition, usual class: inhibitors | actives 0.006% (n = 240,000) | human spleen homogenate, 4-MU-alpha-glucoside fluorescence;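 note: 0% = enzyme with vehicle and -100% = no enzyme basal signal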
#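 Compounds were titrated against alpha-glucosidase in spleen homogenate at pH 5.0, with 1 mM 4-methylumbelliferyl substrate for 40 min at 37 C. Reactions were quenched with pH 10 NaOH/glycine and fluorescence measured.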
# GoLoco inh red: RGS12 GoLoco-Gai1 interaction inhibition | actives 0.44% (n = 230,000) | Gai1:RGS12 GoLoco peptide FP, rhodamine, 10 min | P63096 | Potency, µM (highest dose often 61.6 µM), for inactives: at the top dose activity, negative = inhibition, usual class: inhibitors | AID 880; active = well fitted inhibition curve with a large enough effect, not every such curve was filed as active; inactive = no such curve, though single readings can be large or run the other way; note: % is set by controls: 0 for no effect and ±100 for the full control effect; nearly all actives have a fitted effect of over 30% in size; many of its hits are not listed in these tables
# Target sequence (P63096 whole entry, looked up): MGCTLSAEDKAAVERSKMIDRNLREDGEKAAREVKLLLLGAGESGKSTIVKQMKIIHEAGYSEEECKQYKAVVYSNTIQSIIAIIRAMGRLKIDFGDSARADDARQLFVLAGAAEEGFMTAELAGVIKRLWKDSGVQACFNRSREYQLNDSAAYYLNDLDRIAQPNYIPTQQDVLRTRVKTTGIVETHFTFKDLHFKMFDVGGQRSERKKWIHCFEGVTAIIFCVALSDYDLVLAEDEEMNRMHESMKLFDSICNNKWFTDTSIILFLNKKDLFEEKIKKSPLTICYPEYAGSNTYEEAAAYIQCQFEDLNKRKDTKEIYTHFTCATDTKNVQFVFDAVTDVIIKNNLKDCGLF
# IMPase Li inh: IMPase inhibition in cells with lithium potentiation. CHO-M1 cells, IP1 TR-FRET (IP-One), carbachol + lithium. AID 1457. actives 0.35% (n = 210,000). Potency, µM (doses to about 59.4 µM), for inactives: at the top dose activity, negative = IMPase inhibition, most hits filed as inhibitors;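 note: IP1 builds up when IMPase is blocked and the TR-FRET signal falls; plate controls were basal vehicle for no effect and high inhibitor control for full effect; nearly all actives have a fitted effect of over 50% in size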
#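 Lithium-sensitised IP1 accumulation assay; M1-expressing CHO cells treated 30 min at 37C with compound. Competitive antibody detection by time-resolved FRET followed a 10 min room-temperature lysis step.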
# HTT ATP protect: Huntington cell model cytoprotection by ATP luminescence | PC12 HTT-Q103 induced, cytoprotection, ATP luminescence, 40 h | Potency, µM (doses to about 56.4 µM), inactives show cytoprotection (ATP increase), most hits filed as activators | actives 0.14% (n = 230,000) | AID 1471;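 note: % of control where 0% means no effect; nearly all actives have a fitted effect of over 45% in size; toxic huntingtin expression switched on by the ecdysone agonist tebufenozide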
#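 ATP quantification (ATPlite) reports survival of PC12 cells in which tebufenozide, 100 nM final, switches on Htt exon 1 with 103 glutamines linked to GFP; compounds are titrated.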
# HttQ103 aggreg: mutant huntingtin aggregation inhibition; PC12 HttQ103-GFP aggregates, Acumen cytometry, 40 h; Potency, µM (series often up to 46.1 µM), for inactives: at the highest dose activity change, negative = inhibition, actives largely listed as inhibitors; actives 1.1% (n = 220,000); note: % is set by controls: 0 for no effect and ±100 for the full control effect; nearly all actives have a fitted effect of over 60% in size
#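 PC12 cells with ecdysone-inducible HTT exon1 Q103-GFP, induced by 100 nM tebufenozide, given compounds in a concentration series. GFP aggregates (1–25 um, 6 SD above background) counted in lysates by laser-scanning cytometry, 488 nm excitation.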
# The depositor's hits bear a star; ? = inconclusive; . = no result given; & = joins results of further samples; [ ] = another dose, or the depositor's remark. Unless noted, calls come from the whole dose curve; as a rule, active = well fitted curve in the direction sought with a large enough effect; inconclusive = small, poorly fitted or top-dose-only effect, or another doubt; inactive = no such curve, though single readings can be large; an effect the other way counts as inactive or inconclusive. Potency is the fitted concentration of half-maximal effect. The list is partial; the hit share may differ from the screen's.
Compound	GAA inhib	GAA glycogen mod	aGlu spleen mod	GoLoco inh red	IMPase Li inh	HTT ATP protect	HttQ103 aggreg
O=C(CSc1nc2ccccc2c(=O)[nH]1)N1CCN(S(=O)(=O)c2ccccc2)CC1	?	7%	-1%	19%	-27%[38.3 µM]	4%	8%
CCCNS(=O)(=O)c1ccc(CCC(=O)Nc2ccc3c(c2)OCCO3)cc1	0%	2%	1%	9%	-11%	.	16%
NC(=S)Cc1ccc(Cl)cc1Cl	.	-2%	-3%	2%	.	-8%[10 µM]	33%[9.22 µM]
Nc1cccnc1Sc1ccc(Cl)cc1	-5%	7%	-15%	4%	3%[38.3 µM]	-23%	-13%
COc1ccc(-c2nc(C#N)c(NCc3ccc(C)cc3)o2)cc1OC	-4%	-28%	-25%	7%	-3%[38.3 µM]	-7%	3%
NS(=O)(=O)c1ccc(Cl)c(S(N)(=O)=O)c1	.	.	.	6%	.	21%	2%
CCCNC(=O)Nc1nc(CC(=O)OCC)cs1	-6%	0%	6%	18%	4%	37%[10 µM]	21%[9.22 µM]
Cc1ccc(SC(C)C(=O)Nc2ncn[nH]2)cc1 (configuration not stated)	3%	4%	-2%	-3%	-21%[38.3 µM]	-6%[10 µM]	-13%
COc1cccc(C2c3c(oc4cc(C)c(C)cc4c3=O)C(=O)N2CCCN(C)C)c1 (configuration not stated)	-12%[15.4 µM]	-7%	-20%	3%	1%[38.3 µM]	-10%	-7%
CC12CN3CC(C)(CN(C1)C3c1c[nH]c3ccccc13)C2=O (configuration not stated)	?	-8%	1%	13%	3%	14%[10 µM]	3%[9.22 µM]
CCN1C(=O)CC(N2CCN(c3ccc(C(=O)c4ccccc4)cc3)CC2)C1=O (configuration not stated)	-13%	5%	-10%	-10%	-7%[38.3 µM]	-6%	11µM*
Cc1ccccc1OCC(O)Cn1c(N2CCN(c3ccccc3)CC2)nc2c1c(=O)[nH]c(=O)n2C (configuration not stated)	3%	3%	0%	-3%	-1%	.	-6%
O=C(Cc1ccc(F)cc1)NC1CCCC1	-9%	6%	1%	6%	20%[38.3 µM]	14%	14%
CC(=O)Oc1oc(-c2ccccc2)nc1C=Nc1ccccc1	13%	10%	-5%	-17%	7%[38.3 µM]	-13%	20%
O=C(NCc1ccccc1F)C1CCN(C(=O)NCc2ccccc2)CC1	-5%	1%	1%	5%	8%[38.3 µM]	22%	12%
CN(C)c1ccc(/C=C/c2ccncc2)cc1	-1%	-2%	-11%	39%[activator]	5%[38.3 µM]	-23%	3%
Cc1cc(Nc2ncc(Cl)cc2Cl)n[nH]1	0%	5%	-3%	2%	6%[38.3 µM]	0%	?
O=C(Nc1cccc(F)c1)C1CC(=O)N(c2ccc(Br)cc2)C1 (configuration not stated)	-3%	-2%	-2%	2%	15%	-9%[10 µM]	-1%
Nc1ncnc2c1cnn2-c1ccccc1	2%	8%	6%&3%	-9%	-5%[38.3 µM]	-4%	-8%
O=[N+]([O-])c1ccc(N2CCN(S(=O)(=O)c3ccc(Cl)cc3)CC2)cc1NCc1cccnc1	?	1%	1%	7%	-2%	18%[10 µM]	28%
CCOc1ccc(S(=O)(=O)N(C)c2ccc(OCC(=O)Nc3nc(-c4cc(OC)ccc4OC)cs3)cc2)cc1	4%	-4%	0%	2%	-1%	0%[10 µM]	-7%
Cc1noc(C)c1COC(=O)c1cc(C)n(-c2ccccc2)c1C	-3%	-9%	-6%	14%	48%[activator][38.3 µM]	-11%[10 µM]	?
COc1ccc(-c2cc(C(=O)NC(Cc3c[nH]c4ccccc34)C(=O)O)c(C)o2)cc1OC (configuration not stated)	-3%	-3%	-6%	-7%	-3%	28%[10 µM]	7%
CC(C)N1C(=O)CSC1c1ccc(Br)cc1 (configuration not stated)	-5%	0%	2%	1%	9%	.	16%
O=C(O)c1ccccc1C(=O)N1CCN(c2cccc(Cl)c2)CC1	2%	-7%	-3%	1%	8%	1%[10 µM]	-6%
O=C(Oc1ccccc1)c1ccc(-n2cnnn2)cc1	1%	8%	3%	8%	2%[38.3 µM]	-8%[10 µM]	7%
COc1cc2[nH]c3c(=O)n(CCN4CCOCC4)cnc3c2cc1OC	-4%[15.4 µM]	2%	4%	4%	.	10%[10 µM]	-17%[9.22 µM]
CC(C)N1C(=O)CCC1C(=O)NCCc1ccccc1 (configuration not stated)	0%	8%	-4%	-5%	-12%[38.3 µM]	-9%[0.074 µM]	7%
Cc1cc(=O)cc(C)n1-c1ccc(Cl)cc1	-6%	-12%	-6%	11%	2%	-7%	-1%
O=C(N/N=C/c1ccc([N+](=O)[O-])o1)c1cn(-c2ccccc2)nc1-c1ccc(F)cc1	-21%	14%	1%	12%	14%	-34%	-6%[9.22 µM]
O=C(CSc1nnc(-c2ccncc2)n1Cc1ccco1)N1c2ccccc2Sc2ccc(Cl)cc21	-10%	4%	4%	-14%	20%	-6%[10 µM]	-4%
N#Cc1c(C(F)(F)F)cc(-c2ccco2)nc1SCc1ccncc1	?	-11%	-3%	79%[activator]	-16%[38.3 µM]	-1%[10 µM]	-1%
CN(C)c1nc(N(C)C)nc(N(C)C)n1	3%[15.4 µM]	0%	2%	-4%	-6%&-10%&9%&-7%	-44%[inhibitor]	-14%
C#CCOCCOCCOCCNc1nc(N2CCOCC2)nc(N2CCN(C(=O)[C@H](CCCCN)n3cc([C@@H](N)CO)nn3)CC2)n1	.	5%	2%	-4%	1%	-1%[10 µM]	6%[9.22 µM]
Cn1cc(NC(=O)Nc2ccc(C(F)(F)F)cc2)c(C(F)(F)F)n1	.	-2%	-4%	4%	.	13%[10 µM]	3%[9.22 µM]
COc1ccc(S(=O)(=O)Nc2nnc(C(C)C)s2)cc1	1%	0%	-5%	2%	0%[38.3 µM]	3%	-20%
NC(=O)/C=C\c1cn(-c2ccccc2)nc1-c1ccc2c(c1)OCCO2	-4%	-3%	0%	7%	-1%	-2%[0.074 µM]	9%
O=C(c1cccc2ccccc12)C1CCCN(C(=O)CCc2cnccn2)C1 (configuration not stated)	14%	-9%	0%	16%	9%	8%[10 µM]	7%[9.22 µM]
COC(=O)c1ccc(NC(=S)N2CCN(Cc3cccc(C)c3)CC2)cc1	-2%	-7%	-9%	9%	-4%[38.3 µM]	-22%	22%
CCOC(=O)C1CCCN(C(=O)c2cccc(S(=O)(=O)N3CCOCC3)c2)C1 (configuration not stated)	7%	11%	-2%	4%	1%	22%[10 µM]	13%
NC(=O)c1ccccc1OCC(=O)NS(=O)(=O)c1ccccc1	5%	0%	2%	8%	4%	8%[10 µM]	-3%
O=C(COc1ccc(Br)cc1CO)Nc1ccccc1	-1%	3%	5%	-4%	13%[38.3 µM]	9%	1%
CC(C)c1ccccc1NC(=O)COc1ccc(C(=O)NCCc2ccccc2)cc1	3%	0%	-1%	19%	10%	15%[10 µM]	-4%
Cc1ccc(NC(=O)CNc2ccc(Cl)cc2F)cc1	8%	18%	1%	.	.	8%[10 µM]	-5%
CCCc1nnc(NC(=O)CCC(=O)N2CCN(CCn3c(C)ccc3C)CC2)s1	0%	27%	-1%	18%	-5%[38.3 µM]	13%	13%
CC1CCC(NC(=O)C2c3ccccc3C(=O)N2Cc2cccs2)CC1 (configuration not stated)	-4%	0%	-3%	0%	7%	-38%[10 µM]	-7%
CCOc1cc(N2CCOCC2)c(OCC)cc1NC(=O)CSc1n[nH]c(N)n1	0%	10%	17%	-5%	22%	1%	20%
Cc1ccc(S(=O)(=O)N/N=C\c2cccnc2)cc1	-3%	3%	-9%	-5%	10%[38.3 µM]	-30%	16%
O=C(NCCCn1ccnc1)C1CC2CCC1C2 (configuration not stated)	-5%	2%	4%	6%	31%[38.3 µM]	0%	7%
C/C(O)=C\c1nc2ccccc2oc1=O	-5%	10µM*	-1%	-6%	6%[38.3 µM]	-55%[inhibitor]	-8%
O=C(CN1C(=O)C2C3c4ccccc4C(c4ccccc43)C2C1=O)Nc1ccccc1C(=O)O (configuration not stated)	6%	0%	-3%	5%	-1%	.	6%
Cc1ccc(/C=N/N2CCN(Cc3ccc(Cl)cc3)CC2)o1	-8%	-24%	0%	-34%	-6%[38.3 µM]	-13%	16%[9.22 µM]
O=C(c1cccc(C(F)(F)F)c1)C1CCCN(C(=O)CCn2cnnn2)C1 (configuration not stated)	.	5%	0%	-4%	.	12%[10 µM]	2%[9.22 µM]
COc1c(Cl)cc(C(=O)Nc2ccc(Cl)cn2)cc1Cl	3%	-19%	6%	9%	12%[38.3 µM]	?	26%
O=C(Nc1cccc(F)c1)N1CC2(CCN(S(=O)(=O)c3ccccc3)CC2)C1	.	.	-14%	3%	11%	6%	.
CC(C)c1ccc(/C=N/NC(=O)c2nnn(-c3nonc3N)c2CSC2=NCCS2)cc1	1%	2%	2%	4%	-4%	.	-9%
CC1CCCCN1CC(=O)Nc1sccc1C#N (configuration not stated)	-1%	-2%	2%	28%	22%[38.3 µM]	-20%	-21%
O=C(CN(c1cccc([N+](=O)[O-])c1)S(=O)(=O)c1ccccc1)N(Cc1ccccc1)Cc1ccccc1	-4%	8%	-2%	4%	4%	-11%[1.9 µM]	20%
Cc1nc2sc(C(c3cccs3)N3CCN(c4ccccc4)CC3)c(O)n2n1 (configuration not stated)	3%	5%	-8%	3%	-7%[38.3 µM]	2%	-18%
CS(=O)(=O)N1CCN(C(=O)c2cc(-c3ccccc3)nc3ccccc23)CC1	-2%	11%	-2%	-8%	26%[38.3 µM]	-25%	25%[9.22 µM]
Cc1ccc(S(=O)(=O)NN=C2CCN(Cc3ccccc3)CC2)cc1	-7%	0%	-16%	-2%	-4%	.	-8%

# 3 of these compounds, reformatted:
# Under each structure: GAA inhib, GAA glycogen mod, aGlu spleen mod, GoLoco inh red, IMPase Li inh, HTT ATP protect, HttQ103 aggreg
> O=C(NCCCn1ccnc1)C1CC2CCC1C2 (configuration not stated)
    -5%, 2%, 4%, 6%, 31%[38.3 µM], 0%, 7%
> O=C(CN1C(=O)C2C3c4ccccc4C(c4ccccc43)C2C1=O)Nc1ccccc1C(=O)O (configuration not stated)
    6%, 0%, -3%, 5%, -1%, ., 6%
> Cc1ccc(S(=O)(=O)NN=C2CCN(Cc3ccccc3)CC2)cc1
    -7%, 0%, -16%, -2%, -4%, ., -8%
